GSK3beta inhib = blocks human GSK3beta kinase activity; P49841; GST-GSK3beta kinase, ADP-Glo luminescence, 60 min; hits give low values; activity score (negative = inhibition), % at 10 µM; actives 0.038% (n = 300,000); AID 2097;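 active = more than half of replicate wells score below -50%, meaning over 50% inhibition versus plate controls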;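 also: 0% = median DMSO wells and -100% = median GW8510 positive control wells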
Target sequence (P49841 whole entry, looked up): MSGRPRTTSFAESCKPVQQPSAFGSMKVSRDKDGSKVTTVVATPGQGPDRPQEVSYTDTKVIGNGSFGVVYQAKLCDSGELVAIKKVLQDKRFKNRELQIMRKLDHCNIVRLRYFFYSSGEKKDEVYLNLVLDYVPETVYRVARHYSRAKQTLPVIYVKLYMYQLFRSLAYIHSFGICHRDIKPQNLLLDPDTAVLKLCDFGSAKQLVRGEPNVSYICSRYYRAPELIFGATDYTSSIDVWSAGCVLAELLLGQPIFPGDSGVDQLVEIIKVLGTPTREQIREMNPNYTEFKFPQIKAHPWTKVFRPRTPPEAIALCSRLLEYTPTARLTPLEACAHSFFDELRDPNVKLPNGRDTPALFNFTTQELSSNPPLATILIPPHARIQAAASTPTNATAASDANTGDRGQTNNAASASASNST
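Test system – GST-tagged human GSK3beta kinase, cell-free · Incubation – 60 min enzyme reaction, room temperature · Signal – ADP-Glo luminescence · Also added – peptide substrate and ATP at 25 µM · Controls – DMSO neutral wells and GW8510 at 20 µM as positive · Buffer or medium – Tris/MgCl2 kinase buffer · Measure – Luminescence-derived activity versus plate DMSO and GW8510 wells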
KLF5 inh = kruppel-like factor 5 inhibition. DLD-1 KLF5 promoter-luciferase reporter, luminescence. AID 1700. inhibition, % at 5 µM. actives 0.23% (n = 290,000);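 active = inhibition above a per-plate limit of that plate's mean compound inhibition plus 3 SD, cut at about 60% in these data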;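 also: 0% = DMSO wells and 100% = LY294002 at 200 µM; higher means less KLF5 promoter-driven luciferase light; inactives centre near -14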
HSF1 inhib = HSF1 inhibition; activity change, negative = inhibition, % at 7.5 µM (by protocol); NIH3T3-HGL HSE-luciferase, MG132-induced, luminescence 8 h; hits give low values; actives 0.77% (n = 300,000);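 active = more than half of replicate wells show activity change below -50%, luminescence cut by over half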;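 also: luciferase reports HSF-1 transcriptional activity via heat shock element; 0% = median of DMSO wells and -100% = zero luminescence signal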
AI-2 QS mod = Vibrio harveyi AI-2 quorum sensing modulation | actives 0.4% (n = 300,000) | activity change, % at 7.5 µM | Vibrio harveyi JMH597 AI-2 luminescence/OD600 ratio, 9 h; hits give low values; strain lacks LuxN and CqsS sensors; 0 = neutral-control median; in the data active = activity change below about -75%, passing the limit was not always enough;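 also: luminescence divided by OD600 gain over 9 h not by final OD600 alone; inactives centre near 13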
IEC-6 tox = counter-screen for KLF5 inhibitors: cytotoxicity in IEC-6 cells; IEC-6 cytotoxicity, luminescence viability; inhibition, % at 5 µM; actives 0.78% (n = 290,000); in the data active = inhibition above about 22%;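 also: 0% = plate median of test compound wells and 100% = cytotoxic reference compound wells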
aSyn UTR inh = 5' untranslated region of α-synuclein, MLPCN primary screen; actives 0.82% (n = 300,000); inhibition, % (tested at 7.5 µM); alpha-synuclein 5'UTR reporter, inhibitor activity; AID 1813; in the data active = inhibition above about 60%;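 also: H4 neuroglioblastoma cells stably carrying SNCA 5'UTR luciferase fusion; 0% = DMSO wells and 100% = positive control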
HSF1 activator = increases HSF-1 driven luciferase reporter signal | activation, % at 9 µM | actives 1.7% (n = 300,000) | NIH3T3-HGL HSF-1 luciferase reporter, MG132, 8 h; 100% = twice DMSO control signal;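 active = mean replicate activation of at least 50% with a set share of replicates each reaching 50%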;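 also: 0% = median of the neutral control wells and 100% = twice that signal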
HSP90 refold inh = blocks HSP90-mediated luciferase refolding in reticulocyte lysate; inhibition, % at 5.6 µM; Rabbit reticulocyte lysate, luciferase refolding luminescence, 3 h; actives 0.91% (n = 290,000);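 active = inhibition above the screen-wide mean plus 3 SD, computed separately per campaign, cut at about 16% in these data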;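 also: 0% = DMSO wells and 100% = 60 µM geldanamycin wells; inhibitors lower the luminescence because luciferase stays unfolded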
PolyA inhibitor = yeast polyadenylation inhibition; calls only at 12 µM; actives 0.02% (n = 300,000); AID 1875; S. cerevisiae SKY197-pL101 polyadenylation reporter, beta-gal luminescence; efflux-impaired pdr1/pdr3 knockout yeast; score 100 = 6 SD above DMSO;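 active = lowest replicate activity score at least 50, where 100 means six control SD above control mean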;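 also: yeast exposed to compound for 9 h at 30 °C; higher score means more reporter readthrough which indicates perturbed polyadenylation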
GSK3A inh = human GSK-3 alpha kinase inhibition | P49840 | ADP-Glo luminescence, 60 min | inhibition, % at 10 µM | actives 0.1% (n = 320,000);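 in the data active = inhibition above about 50%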;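 also: GST-tagged GSK-3 alpha with peptide substrate and 25 µM ATP; 0% = DMSO neutral wells and 100% = GW8510 positive control wells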
Target sequence (P49840 whole entry, looked up): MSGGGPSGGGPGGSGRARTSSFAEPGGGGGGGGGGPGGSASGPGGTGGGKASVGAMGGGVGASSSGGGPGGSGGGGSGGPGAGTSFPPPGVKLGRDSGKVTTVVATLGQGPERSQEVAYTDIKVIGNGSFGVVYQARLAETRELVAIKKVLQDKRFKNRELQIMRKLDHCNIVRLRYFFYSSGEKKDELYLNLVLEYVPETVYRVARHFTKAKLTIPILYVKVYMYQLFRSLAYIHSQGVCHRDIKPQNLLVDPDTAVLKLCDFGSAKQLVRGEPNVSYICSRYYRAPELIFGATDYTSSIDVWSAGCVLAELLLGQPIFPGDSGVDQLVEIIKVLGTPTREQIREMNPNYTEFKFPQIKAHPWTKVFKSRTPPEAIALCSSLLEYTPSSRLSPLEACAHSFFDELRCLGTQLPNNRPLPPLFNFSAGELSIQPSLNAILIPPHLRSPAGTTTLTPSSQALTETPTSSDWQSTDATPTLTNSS
Active calls of the source: *; i = inactive; · = not tested or not shown. The list is partial; the hit share may differ from the screen's.

SMILES	GSK3beta inhib	KLF5 inh	HSF1 inhib	AI-2 QS mod	IEC-6 tox	aSyn UTR inh	HSF1 activator	HSP90 refold inh	PolyA inhibitor	GSK3A inh
CSCCC(NS(=O)(=O)c1ccccc1)C(=O)OCc1nc2ccsc2c(=O)[nH]1 (stereo unspecified)	3	·	1	5	·	1	4	·	i	0
CCN(CC#CCC1(O)c2ccccc2-c2ccccc21)C(C)C	1	-9	-1	15	0	9	1	1	i	-2
CCC(=O)NC(Nc1nc2ccc(C)cc2s1)(C(=O)OC)C(F)(F)F (stereo unspecified)	-1	21	0	1	5	13	-10	8	i	-26
COc1ccccc1OCC(=O)NCc1nc(-c2ccccc2)no1	6	-27	0	6	-12	4	-1	2	i	-2
Cc1ccc(-n2ncc3c(=O)n(CC(=O)N4CCN(c5ccccc5)CC4)cnc32)cc1	1	-16	-3	31	0	-1	7	3	i	·
Cc1ccc(C(=O)Nn2cnnc2)cc1Cl	-1	-27	-8	19	-2	-20	-9	4	i	0
CCOC(=O)c1cnc2ccc(Br)cc2c1NCCO	0	20	-7	13	-6	18	-8	-1	i	-5
COC(=O)C1=C(C)NC(C)=C(C(=O)OCCN(C)Cc2ccccc2)C1c1cccc([N+](=O)[O-])c1 (stereo unspecified)	1	-17	6	17	3	33	2	2	i	0
Cc1ccc([N+](=O)[O-])cc1N=C(c1cccc([N+](=O)[O-])c1)N1CCOCC1	1	-21	2	-6	-7	7	1	-3	i	-1
COc1ccc(CNC(=S)Nc2cccc(C)c2)cc1	1	-28	-1	-51	8	-18	7	6	i	-2
CC1(C)C2CC[C@]3(C)C(CC=C4[C@@H]5C[C@@](C)(CO)[C@@H]6C[C@@]5(CC[C@]43C)C(=O)O6)[C@@]2(C)CC[C@@H]1O (stereo partly specified)	3	·	-1	-6	·	4	11	·	i	0
CCOc1ccc(N2C(=O)S/C(=C\c3cccn3C)C2=O)cc1	-27	1	-5	19	-4	-56	-3	4	i	1
CC(=O)c1oc2ccccc2c1NC(=O)CCCN1C(=O)c2ccccc2C1=O	2	-31	3	2	-1	-24	-6	0	i	-1
COc1ccc(CCNC(=O)C2CCCN(S(=O)(=O)N3CC(C)CC(C)C3)C2)cc1OC (stereo unspecified)	-1	6	3	0	7	21	1	6	i	-1
CCc1ccc(S(=O)(=O)NCc2cccnc2)cc1	2	-19	8	36	6	14	32	1	i	-1
COc1ccc(NC2CCCN(C(=O)c3cccc(N(C)C)c3)C2)cc1 (stereo unspecified)	2	-7	4	25	6	7	26	1	i	·
COC(=O)Cn1c(=NC(=O)CSCC(=O)Nc2cc(C)on2)sc2ccccc21	1	·	-6	18	·	11	1	·	i	-2
CCOCC(=O)N1CCC(Cc2ccccc2)CC1	0	-22	-5	24	3	13	0	4	i	-1
C=CCn1c(CNC(=O)c2ccccc2F)nnc1SCc1nc2ccccc2c(=O)[nH]1	-4	2	6	61	0	13	8	-4	i	-1
CCS(=O)(=O)N1CCN(C(=O)c2cccc(OC)c2)CC1	0	-26	-2	26	-4	-13	3	5	i	10
COc1ccc(/C=C2/C(=O)N=C3SCCN32)cc1	0	-25	7	2	-7	-15	3	2	i	5
COc1cc(OC)nc(Oc2ccccc2C(=O)Oc2ccc(Cl)cc2)n1	0	-12	-86*	7	-1	-20	-90	-2	i	-1
CCOc1c(Br)cc(CNc2ccc(N3CCOCC3)cc2)cc1OC	2	-27	-20	30	-3	-5	-26	1	i	0
CSc1nc(NC(C)=O)nc(C)c1Br	-1	-28	-9	-18	1	9	0	1	i	1
CC(C)=C1C2CC2C2C(C(=O)O)C12 (stereo unspecified)	0	-22	1	14	3	8	-7	1	i	4
(cont.)
SMILES	GSK3beta inhib	KLF5 inh	HSF1 inhib	AI-2 QS mod	IEC-6 tox	aSyn UTR inh	HSF1 activator	HSP90 refold inh	PolyA inhibitor	GSK3A inh
COCCCNC(=O)CN1C(=O)CSc2ncccc21	4	18	-3	26	2	-20	-4	-4	i	-4
CCOC(=O)C(C)c1n[nH]c(=O)c2ccccc12 (stereo unspecified)	1	8	11	40	-1	-7	16	5	i	1
Cc1ccc(OCCCC(=O)NC(C)c2ccccc2)c(C)c1 (stereo unspecified)	2	-20	6	2	-2	23	10	4	i	-2
CCCc1nc(SC2CCCC2)c2c(=O)n(C)c(=O)n(C)c2n1	1	·	0	26	·	25	-9	·	i	0
O=C(Oc1cccc2cccnc12)c1ccco1	1	-13	-4	-9	2	3	9	0	i	-1
CC(=O)Nc1ccccc1C(=O)C(=O)Nc1cccc(C(=O)NC2CC2)c1	1	-51	-1	27	2	-14	-3	4	i	-1
O=C(CN1CCC(NC(=O)Nc2ccccc2)CC1)Nc1ccc([N+](=O)[O-])cc1	1	16	-3	-5	1	26	4	1	i	-5
CCOC(=O)c1c(N)sc2c(O)c(Br)ccc12	-1	-47	-94*	43	-3	-40	-95	-4	i	-2
C=CCn1c(SCCOc2ccc(OC)cc2)nnc1C(C)NC(=O)Cc1ccc(OC)cc1 (stereo unspecified)	·	-13	9	·	0	27	21	-3	i	-2
Cc1nc2ccccc2c2oc(C(=O)N3CC(C)CC(C)C3)cc12 (stereo unspecified)	3	-10	-6	-3	7	34	0	-6	i	1
Cc1onc(-c2c(Cl)cccc2Cl)c1C(=O)NC(=S)N1CCOCC1	11	14	-7	8	1	-12	1	1	i	0
Cc1cc(C)c(NC(=O)COC(=O)CCn2c(C)csc2=O)c(C)c1	7	·	-6	6	·	-8	3	·	i	2
COC(=O)c1cccc(C(=O)N2CCC(CO)(Cc3ccccc3Cl)CC2)c1	5	-9	1	7	-1	13	-18	3	i	3
O=C(CCN1CCOCC1)N/N=C/c1cc([N+](=O)[O-])ccc1OC(F)F	0	-13	-7	25	5	-29	-9	0	i	0
O=C(CN1CCCC1)Nc1ccc([N+](=O)[O-])cc1Cl	1	-7	-3	21	4	7	10	3	i	-2
COc1cccc(/C=N/NC(=O)CNC(=O)c2ccc(S(=O)(=O)N3CCCC3)cc2)c1OC	4	-23	0	5	-3	5	22	-6	i	·
COC(=O)c1ccc(CO/N=C(\NC(C)=O)c2nonc2NC(C)=O)cc1	2	7	5	30	-1	12	-19	-4	i	·
CC(C)(C)OC(=O)NCCCC[C@@H](C(=O)N1CCN(C(=O)OC(C)(C)C)CC1)n1cc(CCC(=O)O)nn1	0	-9	-3	32	2	2	-2	-4	i	-1
O=C(NCc1cccc2[nH]ccc12)C1CCC(=O)N(CCc2ccccc2)C1 (stereo unspecified)	-1	-22	0	26	-2	-6	1	-7	i	0
Cc1ccc(O)c(NC(=O)C2CCCCC2)c1	0	-23	68	14	0	-27	68*	0	i	0
COc1ccc2c(c1OC)C(=O)N1C2SC(C)(C)[C@H]1C(=O)NCCCOC(C)C (stereo partly specified)	1	-5	-5	6	6	-8	7	1	i	-1
CC(C)Cc1ccc(CN2CCC(n3nccc3NC(=O)C3CCCC3)CC2)cc1	1	-20	-6	7	-3	-18	2	-3	i	0
COc1ccc(CCN(C)C(=O)CSc2nnc(-c3ccco3)o2)cc1OC	-1	-22	-1	16	-8	9	-19	-6	i	5
O=c1[nH]c(SCc2ccccc2)nc2c1cnn2-c1ccc(F)cc1	2	-48	3	8	1	10	5	-1	i	0
NC(=O)Cn1nc2sc3ccccc3n2c(=O)c1=O	-4	-6	-10	33	-2	5	5	4	i	2

Copied from the list:
Under KLF5 inh, O=C(CCN1CCOCC1)N/N=C/c1cc([N+](=O)[O-])ccc1OC(F)F has -13
Under HSF1 activator, COC(=O)c1cccc(C(=O)N2CCC(CO)(Cc3ccccc3Cl)CC2)c1 has -18
Under HSF1 activator, Cc1nc2ccccc2c2oc(C(=O)N3CC(C)CC(C)C3)cc12 (stereo unspecified) has 0

(cont.)
SMILES	GSK3beta inhib	KLF5 inh	HSF1 inhib	AI-2 QS mod	IEC-6 tox	aSyn UTR inh	HSF1 activator	HSP90 refold inh	PolyA inhibitor	GSK3A inh
CC(C)=NNC1=NC(C)(C)Cc2ccccc21	-1	-1	-6	-7	1	32	-12	2	i	-1
COc1ccc(S(=O)(=O)N2CCOC23CCN(S(=O)(=O)c2ccc([N+](=O)[O-])cc2)CC3)cc1	-3	·	9	20	·	19	1	·	i	1
CCC(=O)N(CCC1(C(C)C)CCOC(C)(C)C1)C(C)c1cccs1 (stereo unspecified)	0	18	6	13	4	15	16	1	i	-1
Nc1nc(Nc2ccccc2)nc(NCc2ccccc2)c1[N+](=O)[O-]	1	9	7	-10	9	84*	-9	5	i	6
Cc1oc(-c2ccccc2F)nc1CS(=O)(=O)CC(=O)N1CCOCC1	2	-8	-4	16	2	-7	-17	-8	i	-1
COc1ccccc1CNC(=O)C(=O)NCC1OCCCN1S(=O)(=O)c1cccs1 (stereo unspecified)	-1	-11	-5	12	-4	11	-5	-5	i	-1
O=C(OCC(=O)N1CCOCC1)c1ccc(O)cc1	-1	-23	-3	13	0	-2	-4	0	i	-3
Cc1ccc(C(=O)NCc2cccnc2)o1	3	1	-5	-3	2	-13	2	-1	i	0
COc1ccc(C(=O)O/N=C(\C)c2nccs2)cc1	-7	18	-4	10	8	-21	1	0	i	1
CCCCN(C)CCCNC(=O)CN1N=C(c2ccc(Cl)cc2)CCC1=O	1	-27	3	32	-1	12	-4	-1	i	-1
COc1ccc(NC(=O)CSc2cccc3cccnc23)c(OC)c1	0	5	-3	3	8	26	3	-4	i	3
Brc1ccc(-c2nnc3c4ccccc4nc(N4CCOCC4)n23)cc1	6	-2	4	-1	-4	-17	12	-1	i	2
COc1cccc(NC(=O)CN(C)CC(=O)Nc2ccc(C)cc2Cl)c1	5	5	-2	6	-5	29	-15	-1	i	-1
O=C(O)C1=C[C@H](c2cccs2)C[C@H](OCc2ccc(CO)cc2)O1	5	·	-4	5	·	1	-16	·	i	1
COc1ccc(C(=O)N2CCN=C2SCc2cccnc2)c(OC)c1	2	-6	2	28	7	11	-15	0	i	-2
COc1ccc(CCN=C(N)NS(=O)(=O)c2cccs2)cc1	-2	-36	0	9	-5	10	11	-4	i	·
O=C(Cc1ccccc1[N+](=O)[O-])NC1CCN(Cc2ccccc2)CC1	-1	-12	-2	15	1	-4	-19	-2	i	-4
CC(C)CC(NC(=O)C1CCC(C)CC1)C(=O)Nc1ccccc1F (stereo unspecified)	1	-24	-1	18	5	-17	20	1	i	-1
CC(NC(=O)C1CCN(S(=O)(=O)c2cccc3nonc23)CC1)c1ccccc1 (stereo unspecified)	2	0	4	12	-4	20	15	1	i	-1
Cc1cc2c(c(=O)n1CCc1ccccc1)C(C(C)C)C(C#N)=C(N)O2 (stereo unspecified)	1	5	-4	14	-4	-5	2	0	i	-3
CCOC(=O)N1CCC(Nc2ncnc3c2cnn3-c2ccc(C)cc2C)CC1	3	1	-14	11	0	-14	-26	-2	i	-2
O=C(Sc1ccc(Cl)cc1)c1ccccn1	1	·	1	22	·	-8	-20	·	i	-2
CC(=O)N(c1ccccc1)C1CCCC1	-3	-20	-5	5	-12	12	-7	-1	i	-2
